GPR151 activ: activators of human GPR151. Q8TDV0. PathHunter beta-arrestin GPR151 cells, luminescence. activation, % at 11.2 µM. 650,000 tested, 1% active; in the data active means activation above about 4.9%;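 further: 0% = median of compound wells and 100% = cells with positive control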
Target sequence (Q8TDV0 whole entry, looked up): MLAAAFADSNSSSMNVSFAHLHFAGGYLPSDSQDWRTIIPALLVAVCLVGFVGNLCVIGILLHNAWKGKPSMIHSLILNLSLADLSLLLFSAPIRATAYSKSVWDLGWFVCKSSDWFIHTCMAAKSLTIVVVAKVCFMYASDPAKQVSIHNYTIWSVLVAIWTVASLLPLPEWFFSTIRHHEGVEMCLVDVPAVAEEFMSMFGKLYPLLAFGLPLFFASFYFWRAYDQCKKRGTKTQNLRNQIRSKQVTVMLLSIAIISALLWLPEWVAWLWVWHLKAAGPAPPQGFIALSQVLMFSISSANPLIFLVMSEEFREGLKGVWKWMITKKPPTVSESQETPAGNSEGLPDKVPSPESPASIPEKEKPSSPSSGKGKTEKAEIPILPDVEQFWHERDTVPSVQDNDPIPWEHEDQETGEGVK
MITF primary: blocks human microphthalmia-associated transcription factor; O75030; AlphaScreen MITF homodimerization, bead proximity signal; inhibition, % at 2.6 µM; 650,000 tested, 0.91% active; AID 1259374; in the data active means inhibition above about 50%;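 further: 0% = vehicle wells with protein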
Target sequence (O75030 whole entry, looked up): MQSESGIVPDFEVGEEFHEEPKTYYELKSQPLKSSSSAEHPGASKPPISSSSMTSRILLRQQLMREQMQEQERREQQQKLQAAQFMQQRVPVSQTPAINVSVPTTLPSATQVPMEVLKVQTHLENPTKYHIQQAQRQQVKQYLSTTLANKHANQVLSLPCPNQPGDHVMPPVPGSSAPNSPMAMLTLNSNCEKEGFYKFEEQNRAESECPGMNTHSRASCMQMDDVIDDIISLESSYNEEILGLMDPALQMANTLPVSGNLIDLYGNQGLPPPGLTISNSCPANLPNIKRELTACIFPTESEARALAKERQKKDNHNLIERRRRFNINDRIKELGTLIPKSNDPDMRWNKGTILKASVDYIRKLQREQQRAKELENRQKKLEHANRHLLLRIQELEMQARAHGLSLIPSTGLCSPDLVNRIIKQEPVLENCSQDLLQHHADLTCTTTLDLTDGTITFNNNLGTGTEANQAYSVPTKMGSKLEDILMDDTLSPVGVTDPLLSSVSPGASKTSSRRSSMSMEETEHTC
FBW7 act: human FBW7 E3 ligase activation, primary screen. AlphaScreen FBW7–phospho-cyclin E peptide binding, activator screen. AID 1259310. Q969H0. normalized activity (activation), % at 26.1 µM. 650,000 tested, 0.13% active; in the data active means normalized activity above about 1.9%;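 further: purified mutant Fbw7 with reduced substrate affinity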
TEAD-YAP block: TEAD-YAP interaction inhibition. HEK-TIYL cells, TEAD-Gal4/YAP UAS-luciferase luminescence. AID 1259422. 640,000 tested, 1.4% active. inhibition, % at 9.12 µM; in the data active means inhibition above about 32%;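 further: 0% = median of test compound wells and 100% = reference inhibitor wells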
An asterisk follows results filed as active; · = not tested or not shown.

SMILES | GPR151 activ | MITF primary | FBW7 act | TEAD-YAP block
Fc1ccccc1C1C2CC=CC2c2c3c(cc4ccccc24)C2C=CCC2CN31 (stereo not given) | 1.2 | -13 | 0.0 | 9
O=C(O)COc1ccc(S(=O)(=O)Nc2ccc(Cl)cc2)cc1 | 1.8 | 5 | 0.4 | -18
O=c1oc2ccc(Cl)cc2cc1-c1nc(-c2ccc(Br)cc2)cs1 | -1.7 | -5 | -0.1 | -1
N#Cc1ccc(-c2csc(NC(=O)c3ccc(Cl)cc3)n2)cc1 | -0.5 | 7 | -0.2 | 7
CN(C)S(=O)(=O)N(C)c1ccccc1 | 2.8 | 6 | 0.1 | 9
Clc1ccc(CN2C3=NCCCN3c3ccccc32)cc1Cl | -1.5 | -1 | 0.5 | 6
COc1ccc(NS(=O)(=O)c2ccc(N=Cc3c(O)[nH]c(=S)[nH]c3=O)cc2)cc1 | -1.1 | -1 | -0.2 | -12
c1ccc(Nc2ncnc3nc(N4CCc5ccccc5C4)[nH]c23)cc1 | 6.0* | 7 | -0.2 | -4
CCOC(=O)c1ccc(N2C(=O)c3n[nH]c(C)c3C2c2cccc(O)c2)cc1 (stereo not given) | -0.7 | 4 | -0.1 | 6
COc1ncnc2c1N=C(N)CS2 | 1.2 | 0 | -0.2 | 0
Cc1ccc2nc(N3CCC(C(=O)NC45CC6CC(CC(O)(C6)C4)C5)CC3)nc(C)c2c1 | -0.7 | -2 | 0.1 | 6
COc1cccc(CN(C)CCC(=O)O)c1OC | 0.4 | 38 | 0.0 | 2
COc1ccc(NC(=O)O/N=C(\c2ccccc2)c2ccncc2)cc1 | -0.4 | -15 | -0.2 | -22
COC(=O)CN1C(c2cc(OC)c(OC)c(OC)c2)Nc2ccc(Br)cc2C1c1ccccc1Cl (stereo not given) | -1.2 | 10 | -0.1 | -1
C=C1C2CC[C@@]3(C)[C@H](c4ccoc4)OC(=O)C[C@]13O[C@H]1CC(=O)C(C)(C)[C@H](C(O)C(=O)OC)[C@@]21C (stereo not given in full) | -0.2 | 2 | -0.1 | 10

Sorted by length of the SMILES (lowest first): some entries from above.
SMILES | GPR151 activ | MITF primary | FBW7 act | TEAD-YAP block
COc1ncnc2c1N=C(N)CS2 | 1.2 | 0 | -0.2 | 0
CN(C)S(=O)(=O)N(C)c1ccccc1 | 2.8 | 6 | 0.1 | 9
COc1cccc(CN(C)CCC(=O)O)c1OC | 0.4 | 38 | 0.0 | 2
Clc1ccc(CN2C3=NCCCN3c3ccccc32)cc1Cl | -1.5 | -1 | 0.5 | 6
O=C(O)COc1ccc(S(=O)(=O)Nc2ccc(Cl)cc2)cc1 | 1.8 | 5 | 0.4 | -18
N#Cc1ccc(-c2csc(NC(=O)c3ccc(Cl)cc3)n2)cc1 | -0.5 | 7 | -0.2 | 7
COc1ccc(NC(=O)O/N=C(\c2ccccc2)c2ccncc2)cc1 | -0.4 | -15 | -0.2 | -22
c1ccc(Nc2ncnc3nc(N4CCc5ccccc5C4)[nH]c23)cc1 | 6.0* | 7 | -0.2 | -4
Fc1ccccc1C1C2CC=CC2c2c3c(cc4ccccc24)C2C=CCC2CN31 (stereo not given) | 1.2 | -13 | 0.0 | 9
CCOC(=O)c1ccc(N2C(=O)c3n[nH]c(C)c3C2c2cccc(O)c2)cc1 (stereo not given) | -0.7 | 4 | -0.1 | 6
COc1ccc(NS(=O)(=O)c2ccc(N=Cc3c(O)[nH]c(=S)[nH]c3=O)cc2)cc1 | -1.1 | -1 | -0.2 | -12
Cc1ccc2nc(N3CCC(C(=O)NC45CC6CC(CC(O)(C6)C4)C5)CC3)nc(C)c2c1 | -0.7 | -2 | 0.1 | 6
C=C1C2CC[C@@]3(C)[C@H](c4ccoc4)OC(=O)C[C@]13O[C@H]1CC(=O)C(C)(C)[C@H](C(O)C(=O)OC)[C@@]21C (stereo not given in full) | -0.2 | 2 | -0.1 | 10

Continued:
SMILES | GPR151 activ | MITF primary | FBW7 act | TEAD-YAP block
C[C@H]1COC(=O)[C@@H]2CCCN2C(=O)[C@@H](C)COC(=O)[C@@H]2CCCN2C1=O | 0.4 | 12 | 0.0 | ·
O=C(Sc1nnnn1-c1ccccc1)c1cccc(Cl)c1 | -0.2 | 0 | 0.0 | 0
CC1CC(C)CN(Cn2ncn(C)c2=S)C1 (stereo not given) | 1.1 | 9 | -0.2 | -7
COc1ccccc1N=NC1=C(O)CC(C)(C)CC1=O | 0.3 | 9 | -0.1 | 7
CCC(C)NC(=O)CN(c1cc(C)ccc1C)S(=O)(=O)c1ccccc1 (stereo not given) | 0.2 | 0 | 0.6 | 11
CN(C)c1cccc(Nc2ccc(-n3cc(CC(=O)Nc4ccccc4)c4ccccc43)nn2)c1 | 0.5 | 10 | -0.1 | -15
COC(=O)c1ccc([C@@H]2C[C@H]3CN(Cc4cccc(OC)c4)C(=O)[C@]34CCCN24)cc1 | 0.2 | 15 | 0.1 | -8
CCN(CC)c1ccc2cc(-c3nnc(Nc4cccc(C(F)(F)F)c4)s3)c(=O)oc2c1 | -0.2 | 14 | 1.9 | -2
O=C(CCC1CCCN(Cc2ccsc2)C1)NCc1ccccc1F (stereo not given) | -0.4 | 2 | -0.1 | -11
O=C1N=C(N2CCCCCC2)S/C1=C/c1cccc([N+](=O)[O-])c1 | -0.2 | 2 | 0.1 | 2
CC1CCN(c2nc3ccccn3c(=O)c2/C=C2\SC(=S)N(C(C)C)C2=O)CC1 | 1.0 | 7 | 0.0 | -1
N#CCCn1ncc2c1/C(=C/c1ccccc1)CC2 | 3.1 | 14 | 0.2 | 3
CCCCn1c(SCC(=O)Nc2ccccc2F)nc2c(oc3ccccc32)c1=O | -0.2 | -5 | -0.1 | -7
Cc1ccccc1OCC(=O)Nc1nc(-c2ccccc2)cs1 | -0.1 | -1 | -0.1 | -12
CC(C)(C)C1CCc2c(sc(NC(=O)c3ccccc3Cl)c2C(=O)NCCO)C1 (stereo not given) | -0.4 | 17 | 0.1 | 0
COC(=O)CNC(=O)CNC(c1ccccc1)(c1ccccc1)c1ccccc1 | -0.2 | 8 | 0.5 | 4
CC1(C)CC(=O)C(C(C2=C(O)CC(C)(C)CC2=O)c2ccco2)C(=O)C1 (stereo not given) | 3.3 | -7 | 0.0 | -5
COC(=O)CNC(=O)Cn1nc(C(=O)O)c2ccccc2c1=O | 0.9 | 5 | 0.0 | -3
CC(C)Oc1ccc(Br)cc1/C=c1\sc2nc3ccccc3n2c1=O | -0.5 | 13 | 0.0 | -2
Cc1ccc(S(=O)(=O)N2CCCC(c3[nH]ncc3C)C2)cc1 (stereo not given) | 0.0 | 5 | 0.0 | -1
Cc1nc(N2CCN(C)CC2)c2c(C)c(C(=O)Nc3c(F)cccc3F)sc2n1 | -1.6 | -1 | 0.5 | 5
OCCCc1nc2ccccc2n1Cc1ccccc1F | 1.9 | 12 | 0.3 | 6
Cc1cc2cc(C#N)c(NCCNC(=O)C(F)(F)F)nc2cc1C | -0.9 | -1 | -0.1 | 6
COC(=O)CSc1nc2c(c(=O)[nH]c(=O)n2C)n1CCC(C)C | 0.2 | 6 | 0.0 | -8
Cc1ccc(N2CC(=O)N(c3ccc(C)c(C)c3)CC2=O)cc1C | -0.3 | 2 | 0.3 | 9
Cc1cc(C)cc(NC(=O)CN2C(=O)C3CCCN3c3ncc(Cl)cc32)c1 (stereo not given) | 0.7 | -5 | 0.2 | -3
COc1ccc(CCNC(=O)CSC(C)C(=O)O)cc1 (stereo not given) | -0.5 | 10 | 0.1 | -1
CCN(CC)S(=O)(=O)c1ccc(C)c(C(=O)NCc2ccccc2)c1 | 0.3 | 6 | -0.1 | 1
CCn1ccc(C(=O)NNC(=O)c2cc3nc(-c4ccccc4)cc(C(F)(F)F)n3n2)n1 | 1.0 | 4 | 0.6 | 3
C[C@@H]1/C=C/CC(=O)OC[C@H]2O[C@@H](C=C[C@@H]2O)[C@H](C)/C=C/CC(=O)OC[C@H]2O[C@H]1C=C[C@@H]2O | -0.8 | 19 | -0.1 | ·
Cc1cc(-c2ccccc2)nc(SCC(=O)Nc2nccs2)n1 | 0.4 | 24 | 0.0 | 5
CCSc1nnc2c(n1)OC(c1ccccc1OC)Nc1ccccc1-2 (stereo not given) | 0.0 | -6 | 0.4 | -4
COc1ccc2oc(-c3csc(NC(=O)c4ccccc4C)n3)cc2c1 | 0.2 | -1 | 0.0 | -7
Cc1nc(SCC(=O)N2CCCC2)[nH]c(=O)c1C | 0.1 | -6 | 0.3 | 15
COc1ccc(C2C(C(C)=O)=C(O)C(=O)N2CCN2CCOCC2)cc1OC (stereo not given) | -1.3 | 15 | 0.1 | 5
Cc1c(C(=O)Nc2ccc3c(c2)OCO3)sc2ncn(Cc3ccccc3F)c(=O)c12 | -0.3 | -3 | -0.1 | -12
COC(=O)CNC(c1ccccc1Cl)c1cc(Br)ccc1NC(=O)c1ccccc1Cl (stereo not given) | -0.8 | 6 | 0.5 | 0
O=C(/C=C/c1ccc(Cl)c(Cl)c1)NCCN1CCOCC1 | -0.7 | 6 | -0.1 | -6
Cc1nn(-c2ccccc2)c(-n2cccc2)c1C(=O)Nc1ccc(CN2CCOCC2)cc1 | 0.7 | -7 | -0.1 | 9
CCOc1cc(-c2nc3sc4c(c3c(=O)[nH]2)CCCC4)ccc1OCCSc1ccc(Cl)cc1 | 0.1 | 6 | -0.2 | 8
O=C(O)C(Cc1cnc[nH]1)N1C(=O)C2C3C=CC(C3)C2C1=O (stereo not given) | -0.7 | 11 | 0.0 | 10
COC(=O)c1cccc(COC(=O)c2ccc(N3CCOCC3)c([N+](=O)[O-])c2)c1 | 1.2 | 18 | 0.0 | -8
O=C(CSC1CC(=O)N(c2ccc(F)cc2)C1=O)Nc1ccc(F)cc1 (stereo not given) | -0.9 | 18 | 0.6 | 7
C=CCONC(=O)c1cnc2scc(C)n2c1=O | -1.1 | -5 | -0.2 | -9
CCOC(=O)N1CCC(n2c(SCC(=O)Nc3ccccc3OC)nc3ccsc3c2=O)CC1 | 0.3 | 1 | -0.1 | -10
Cc1[nH]n(-c2cccc(Cl)c2)c(=O)c1C=Nc1ccc(Br)cc1 | -4.3 | 27 | 0.5 | -13
Cc1nc(NCc2ccccc2-c2ccco2)sc1-c1ccn(C2CCOC2)n1 (stereo not given) | -0.8 | 8 | -0.1 | -5
COc1cc(CNc2nc(C)c(-c3ccn(CCO)n3)s2)cc2c1OCO2 | -1.8 | -7 | -0.2 | 12
O=C(c1ccccc1[N+](=O)[O-])N1CCN(c2ncccn2)CC1 | -0.5 | 11 | -0.2 | 4
NCCCNc1c2c(nc3cc(-c4ccc(Cl)cc4)nn13)CCC2 | 0.9 | 54* | 0.1 | 2
CC(=O)Nc1ccc(O)c(S(=O)(=O)N2CCOCC2)c1 | 0.2 | -2 | 0.0 | -6
CCCN(CCC)S(=O)(=O)c1ccc(C(=O)Nc2sc3c(c2C#N)CCCC3)cc1 | 0.9 | -2 | -0.1 | 4
Cc1ccc(S(=O)(=O)N/N=C/c2ccc3c(c2)OCO3)cc1[N+](=O)[O-] | -0.7 | 0 | 0.0 | -9
Cc1ccc(C2CC(=O)C(Nc3ccccc3I)C2=O)cc1 (stereo not given) | 0.3 | -1 | 0.2 | 7
CCCCN1CC(O)=C(c2ccccc2)C1=N | -1.4 | -6 | 0.0 | -5
CC1COC2=C(F)C(F)=CC3C(=O)C(C(=O)O)=CN1C23 (stereo not given) | -1.1 | -6 | 0.0 | -5
CCOc1ccc(NC(=O)C2CC=CCC2C(=O)O)cc1 (stereo not given) | 0.1 | 3 | 0.1 | 9
CCOc1cc(/C=C2/C(=N)N3N=C(C(F)(F)F)SC3=NC2=O)ccc1OCCOc1ccc(OC)cc1 | -0.7 | -14 | -0.1 | 14
CCOC(=O)c1ccc(NS(=O)(=O)c2cc(OCC(N)=O)c(C)cc2Cl)cc1 | -1.2 | -3 | 0.0 | 3
COc1ccccc1NC(=O)CN1C(=O)COc2ccccc21 | -1.0 | 1 | -0.4 | -6
Remaining list, next part
SMILES | GPR151 activ | MITF primary | FBW7 act | TEAD-YAP block
CSc1ccc(C2C(C#N)=C(N)N(c3ncn[nH]3)C3=C2C(=O)CCC3)cc1 (stereo not given) | 0.0 | 15 | 0.1 | 16
CCOC(=O)N1CCN(C(=O)COc2ccccc2OC)CC1 | 0.2 | 16 | -0.1 | 8
Cc1c(Cl)cccc1NC(=O)c1cccc2nc3ccccc3nc12 | -0.3 | -4 | -0.3 | -1
O=C1/C(=C/c2ccccn2)SC(=S)N1c1cccnc1 | 1.1 | 3 | -0.1 | 0
COc1ccc(OCC(=O)c2ccc(F)cc2)cc1 | 2.0 | -13 | 0.0 | -57
O=c1c2cc(N3CCOCC3)ccc2[nH]c(=S)n1CCCN1CCCC1 | -0.3 | 0 | -0.3 | -12
COc1ccc(C(=O)N2CCN(S(=O)(=O)c3cccs3)CC2)cc1[N+](=O)[O-] | 2.6 | 14 | 0.1 | 2
COc1ccc(NC(=O)COC(=O)C(CCSC)NC(=O)c2ccccc2)cc1 (stereo not given) | 0.5 | -8 | -0.2 | 9
COCCNCCOc1ccc(C(C)C)c(C)c1 | -1.6 | 60* | -0.1 | 5
CCOC(=O)CCNC(=O)/C(=C\c1ccc(OC)cc1)NC(=O)c1ccccc1 | 0.0 | 7 | -0.1 | 7
Cc1cc(C)n2nc(C(=O)OCC(=O)Nc3cccc(Br)c3)nc2n1 | -0.2 | 14 | 0.1 | 3
O=C(CN1CCCC1)Nc1c(Cl)cccc1Cl | 0.9 | 2 | 0.2 | 4
Cc1cccc(NC(=O)C2C3C=CC4(O3)C2C(=O)N(C(C)(C)C)C4C(=O)NC2CCCCC2C)c1 (stereo not given) | 0.4 | 1 | -0.1 | -5
O=c1c2ccccc2nc2c3cccc4cccc(c(=O)n12)c43 | 0.0 | -6 | 0.3 | -9

Rows are unselected; about 3.4% have a hit in one of these screens.
